# Source: PubChem BioAssay
# Eya2 inh: inhibitors of human Eya2 phosphatase activity | AID 488837 | recombinant Eya2, OMFP fluorescence dephosphorylation (OMFP is methylfluorescein phosphate) | Potency, µM (series often up to 76.9 µM), for the others: top-dose activity, negative = inhibition, hits mostly inhibitors | hit rate 0.006% among 330,000; further: potency means the concentration at half of the fitted maximal effect; on the % scale 0 is the no-effect control and ±100 the full control effect
#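 Eya2 protein (added as 0.2 uM solution) was preincubated with compound for 10 min at ambient temperature in 50 mM HEPES pH 7.5, 50 mM NaCl, 5 uM MgCl2, 0.05% BSA, 1 mM DTT. OMFP (added at 50 uM) then reacted 10 min; fluorescence read at 485/525 nm.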
# Mito fusion yeast: mitochondrial division inhibition or fusion activation | S. cerevisiae fusion-defective mutant growth rescue, CellTiterGlo 48 h | Potency, µM (doses to about 46.1 µM), for inactives: at the top dose growth rescue (activation), most hits filed as activators | hit rate 0.23% among 320,000;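 further: potency means the concentration at half of the fitted maximal effect; % of control where 0% means no effect; nearly all actives have a fitted effect of over 45% in size; temperature-sensitive fusion mutants such as fzo1-1 at 37 °C on non-fermentable ethanol glycerol medium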
#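 Compounds are tested for their ability to restore growth of mitochondrial fusion-defective yeast strains at non-permissive 37C in YPEG medium over 48 hours. Viability is quantified by luciferase luminescence.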
# USP2a block: inhibitors of human ubiquitin-specific protease USP2a | Potency, µM (doses to about 38.3 µM), inactives show at the top dose activity change, negative = inhibition, actives largely listed as inhibitors | hit rate 0.01% among 330,000 | USP2 core, Ub-CHOP2 coupled fluorogenic reporter, 485/531 | O75604 | AID 463254;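 further: potency means the concentration at half of the fitted maximal effect; plate controls were DMSO wells for no effect and full inhibition by NEM control for full effect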
#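 Cell-free coupled assay: 10nM USP2 core preincubated 30min RT with compound in Tris-HCl pH 8.0/CaCl2/CHAPS buffer, then 25nM Ub-CHOP2 and 25nM reporter substrate; fluorescence (Ex 485/Em 531) read after 60min RT, normalized to NEM inhibition, concentration-response curves fitted.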
# GALK inh: inhibitors of human galactokinase | Purified GALK, Kinase-Glo residual ATP luminescence | P51570 | Potency, µM (doses to about 57.5 µM), inactives show top-dose activity change, negative = inhibition, usual class: inhibitors | hit rate 0.007% among 270,000; further: potency means the concentration at half of the fitted maximal effect; on the % scale 0 is the no-effect control and ±100 the full control effect
#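 Compounds were pin-transferred into ATP buffer (35 uM final), then GALK plus galactose (5 nM, 100 uM final) was added. After 1 h at room temperature, Kinase-Glo Plus was added and luminescence read after 10 min.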
# MBNL1-CUG inh: blocks human MBNL1 binding to CUG repeat RNA. TR-FRET MBNL1-His/biotin-(CUG)12 binding, 665/545 ratio. hit rate 0.036% among 280,000. AID 2675. Potency, µM (titrated, usually from 57.5 µM), for the others: at the top dose activity change, negative = inhibition, most hits filed as inhibitors. Q9NR56; active means well fitted inhibition curve with a large enough effect in the signal ratio, with a control signal flat, not every such curve was filed as active; inconclusive means small, poorly fitted or top-dose-only effect, or effect the other way, or a change in a side signal; inactive means no such curve, though single readings can be large or run the other way; the % refers to the signal ratio; further: potency means the concentration at half of the fitted maximal effect; on the % scale 0 is the no-effect control and ±100 the full control effect
#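 TR-FRET between His-tagged MBNL1 and biotin-(CUG)12 RNA, detected with Tb anti-His antibody (0.055 ng/ul) and streptavidin-XL665 (5 nM), 60 min at room temperature. Compounds titrated 92 nM to 58 uM; 665/545 nm ratio normalized to buffer and complex controls.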
# PKM2 act: increases activity of human pyruvate kinase M2 | Potency, µM (series often up to 57.5 µM), inactives show top-dose activation, actives largely listed as activators | hit rate 0.34% among 260,000 | AID 1631 | purified PKM2, Kinase-Glo ATP luminescence, activation; response scale: 0% is enzyme alone, no compound | P14618; further: potency means the concentration at half of the fitted maximal effect; on the % scale 0 is the no-effect control and ±100 the full control effect; nearly all actives have a fitted effect of over 55% in size
#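 Purified hPK-M2 (>95%) run at intermediate activity with 0.1 mM ADP and 0.5 mM PEP in 50 mM imidazole pH 7.2, KCl, MgCl2; 1 h room temperature. ATP formed read by Kinase-Glo luminescence; normalized to uninhibited and no-enzyme controls.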
# TSHR antag: antagonists of human thyroid stimulating hormone receptor. P16473. TSHR-expressing cells, TSH-stimulated cAMP HTRF, 2 h; hits give low values. activity change, negative = inhibition, % at 11.5 µM. hit rate 0.2% among 330,000;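 active means activity change below a set negative limit, meaning inhibition stronger than a set level, cut at about -70% in these data; inconclusive means activity change between two set negative limits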; further: on the % scale 0 is the no-effect control and ±100 the full control effect
# Target sequence (P16473 whole entry, looked up): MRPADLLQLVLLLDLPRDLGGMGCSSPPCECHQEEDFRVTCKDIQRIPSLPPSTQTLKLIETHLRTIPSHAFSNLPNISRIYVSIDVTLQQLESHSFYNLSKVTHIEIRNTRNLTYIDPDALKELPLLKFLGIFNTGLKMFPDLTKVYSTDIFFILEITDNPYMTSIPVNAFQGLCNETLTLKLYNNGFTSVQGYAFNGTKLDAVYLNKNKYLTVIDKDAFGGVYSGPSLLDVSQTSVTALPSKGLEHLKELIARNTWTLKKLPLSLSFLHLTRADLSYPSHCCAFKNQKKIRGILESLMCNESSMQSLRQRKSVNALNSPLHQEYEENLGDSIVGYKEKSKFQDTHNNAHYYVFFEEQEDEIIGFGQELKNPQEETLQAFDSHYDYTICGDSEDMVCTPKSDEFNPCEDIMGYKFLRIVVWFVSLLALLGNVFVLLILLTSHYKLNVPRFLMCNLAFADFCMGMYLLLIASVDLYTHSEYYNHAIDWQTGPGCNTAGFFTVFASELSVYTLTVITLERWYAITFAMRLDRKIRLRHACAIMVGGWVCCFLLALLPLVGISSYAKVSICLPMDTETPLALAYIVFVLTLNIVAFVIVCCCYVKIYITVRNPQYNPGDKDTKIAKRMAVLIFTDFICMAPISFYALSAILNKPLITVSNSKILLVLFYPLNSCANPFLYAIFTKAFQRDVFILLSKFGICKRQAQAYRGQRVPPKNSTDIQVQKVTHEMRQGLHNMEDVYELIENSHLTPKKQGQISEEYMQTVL
#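 TSHR-expressing cells were treated with compounds, then stimulated with TSH at EC80 (4nM final) for 2 hours at 37 deg C. Cellular cAMP was measured by HTRF competition between lysate cAMP and cAMP-d2 for a cryptate-labelled anti-cAMP antibody.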
# Menin-MLL TR inh: displaces Texas Red mutant MLL peptide from human menin; Potency, µM (highest dose often 61.6 µM), without a hit: at the highest dose FP activity change, negative = inhibition, actives largely listed as inhibitors; AID 1768; O00255; Menin + Texas Red MLL mutant peptide, fluorescence polarization; hit rate 0.23% among 270,000; active means well fitted inhibition curve with a large enough effect in the polarisation, with a control signal flat, not every such curve was filed as active; inconclusive means small, poorly fitted or top-dose-only effect, or effect the other way, or a change in a side signal; inactive means no such curve, though single readings can be large or run the other way; the % refers to the polarisation; further: potency means the concentration at half of the fitted maximal effect; % of control where 0% means no effect; many of its hits are not listed in these tables
# hERG WT inh: inhibitors of human wildtype KCNH2 potassium channel | Q12809 | U2OS, BacMam KCNH2, thallium flux FluxOr; hits give low values | activity change, % at 1.84 µM | hit rate 0.37% among 340,000;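 active means maximum activity change below -70%; inconclusive means maximum activity change between -70% and -50%; inactive means maximum activity change above -50%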; further: on the % scale 0 is the no-effect control and ±100 the full control effect
#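 U2OS cells transduced with wild-type KCNH2 virus are loaded with FluxOr dye for 45 min, and thallium flux is measured in kinetic reads before and after stimulation buffer. Rate constants are normalized to DMSO controls.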
# BCR signal inh: inhibitors of chronic active B-cell receptor signaling | ABC-DLBCL IkBa-CBG/CBR reporter, luminescence ratio, 4 h | Potency, µM (top dose mostly 46.1 µM), for the others: at the top dose ratio change, negative = lower green/red ratio, actives largely listed as inhibitors | hit rate 0.05% among 340,000; active means well fitted inhibition curve with a large enough effect in the signal ratio, with a control signal flat, not every such curve was filed as active; inconclusive means small, poorly fitted or top-dose-only effect, or effect the other way, or a change in a side signal; the % refers to the signal ratio;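 further: potency means the concentration at half of the fitted maximal effect; plate controls were basal doxycycline-induced cells for no effect and cells given 10 µM MG132 for full effect; MG132 reads +100%, hits lower the ratio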
#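 Compounds up to 46 uM were incubated four hours with TMD8 cells whose green CBG68 luciferase is fused to IkappaBalpha; red CBR luminescence normalised the signal, and concentration-effect curves were fitted to fusion, red and ratio data.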
# ASM inhibitor: inhibitors of human secretory acid sphingomyelinase; P17405; placental ASM, HMU-PC fluorogenic substrate, 60 min; Potency, µM (doses to about 57.5 µM), for inactives: at the highest dose activity change, negative = inhibition, most hits filed as inhibitors; hit rate 0.006% among 340,000; AID 504937; further: potency means the concentration at half of the fitted maximal effect
#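 Human placenta-derived ASM enzyme was preincubated with compound for 10 minutes at room temperature, then given fluorogenic substrate HMU-PC0 (9 uM final) for 60 minutes at 37 °C; a pH 10 stop preceded fluorescence reading at Ex 386/Em 447 nm.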
# An asterisk follows results filed as active; u = inconclusive; x = no result given; [ ] = dose if it differs, or a comment. Unless noted, the call rests on the fitted dose curve; in most records, active means well fitted curve in the direction sought with a large enough effect; inconclusive means small, poorly fitted or top-dose-only effect, or another doubt; inactive means no such curve, though single readings can be large; an effect the other way counts as inactive or inconclusive. These rows are one share of the data. The share of hits here may be higher or lower than overall.
# Each structure is followed by: Eya2 inh, Mito fusion yeast, USP2a block, GALK inh, MBNL1-CUG inh, PKM2 act, TSHR antag, Menin-MLL TR inh, hERG WT inh, BCR signal inh, ASM inhibitor
- COc1ccc(CNC(=O)CCn2c(=O)oc3ccccc32)cc1
    -19%, -1%, 2%, 1%, -5%, 0%, -3, 1%, -8, -1%, -2%
- CSc1ccc(C2C(C(=O)c3ccco3)=C(O)C(=O)N2c2nnc(SC)s2)cc1 (stereo not drawn)
    -3%, -1%, -1%, 0%, 74%[activator], x, 0, x, -26, 5%, 1%
- CCOP(=O)(c1ccc(N(C)C)cc1)C(O)c1ccccc1OC (stereo not drawn)
    -19%, -1%, -2%, 0%, 4%, 8%, 1, 8%, -24, -11%, 5%
- CC12CNCC(C)(CN(C3(O)C(=O)Nc4ccc(Br)cc43)C1)C2=O (stereo not drawn)
    5%, 11%, -1%, 5%, 17%, -4%, 27, 2%, x, u, -1%
- C=CCn1c2ccccc2c2nnc(SCC(=O)Nc3c(C)n(C)n(-c4ccccc4)c3=O)nc21
    6%, -2%, -3%, 0%, u, 6%, -3, 4%, 6, 0%, 0%
- COC(=O)c1sccc1NC(=O)CSc1ccccc1NS(=O)(=O)c1ccc(Cl)cc1
    4%, 2%, -5%, -8%, -14%, 1%, -21, x, -4, u, -5%
- O=C(O)CCCNS(=O)(=O)c1cccs1
    6%, 2%, 0%, -1%, -1%, -8%, 1, -9%, -8, -2%, 3%
- OCCNC(=S)c1ccccc1
    4%, 0%, 0%, -2%, -2%, 1%, -1, x, -22, -17%, 1%
- CCOc1ccc2[nH]c(=O)c(CN(Cc3nnnn3Cc3ccccc3)CC3CCCO3)cc2c1 (stereo not drawn)
    -5%, -1%, -5%, 1%, 5%, 0%, 8, 7%, 5, -2%, 6%
- CCN1CCc2c(sc(NC(=O)c3ccc4ccccc4c3)c2C(N)=O)C1
    -7%, -5%, u, -9%, u, -1%, 12, x, x, u, x
- CNC(=O)/C(=C\c1ccc2c(c1)OCO2)NC(=O)c1ccc(Br)cc1
    -14%, -3%, 2%, 0%, 11%, 1%, 5, 24%, 20, 0%, 1%
- CC1CC(C)CN(CCCNC(=O)Cc2c(C(=O)O)n(C)c3ccccc23)C1 (stereo not drawn)
    -4%, 2%, 2%, 2%, 1%, -7%, 2, 0%, 10, 12%, 4%
- C/C(=N/NC(=O)CNc1ccc(Cl)cc1C)c1ccc(C)cc1
    8%, 1%, 7%, -1%, 7%, 0%, -2, 1%, -4, u, 0%
- CCOc1ccc(S(=O)(=O)N2CCN(C(=O)c3cc4ccccc4o3)CC2)cc1
    -10%, x, 2%, x, x, x, x, x, -9, -9%, -1%
- CC(C)Oc1ccc(C2C(C#N)=C(N)Oc3c2oc(CO)cc3=O)cc1 (stereo not drawn)
    1%, -7%, 1%, 0%, 21%, -4%, 2, -1%, -7, -25%, -3%
- CC(=O)Nc1cccc(/C(C)=N/NC(=O)c2cc(-c3ccncc3)nc3ccccc23)c1
    9%, -2%, 2%, 6%, x, -3%, -10, x, 4, u, -3%
- COc1ccc(CC(=O)OCC(=O)NNC(=O)c2ccccc2)cc1
    4%, x, 3%, x, x, x, x, x, -12, 0%, 3%
- O=C(COc1ncnc2ccccc12)NCCCN1CCCC1=O
    3%, -2%, 1%, 1%, -4%, -5%, 1, 23%, -5, -9%, 9%
- COc1ccc(NC(=S)Nc2ccc3snnc3c2)cc1
    -9%, -6%, 0%, 1%, -2%, 3%, -12, u, 4, u, -8%
- CSc1cc(-c2ccccc2)[nH]c(=O)c1C#N
    10%, 7%, 12%, -1%, 25%, 1%, -12, 5%, x, -1%, 89%[activator]

# The list goes on; the last 4 above are carried over.
# Each structure is followed by: Eya2 inh, Mito fusion yeast, USP2a block, GALK inh, MBNL1-CUG inh, PKM2 act, TSHR antag, Menin-MLL TR inh, hERG WT inh, BCR signal inh, ASM inhibitor
- COc1ccc(CC(=O)OCC(=O)NNC(=O)c2ccccc2)cc1
    4%, x, 3%, x, x, x, x, x, -12, 0%, 3%
- O=C(COc1ncnc2ccccc12)NCCCN1CCCC1=O
    3%, -2%, 1%, 1%, -4%, -5%, 1, 23%, -5, -9%, 9%
- COc1ccc(NC(=S)Nc2ccc3snnc3c2)cc1
    -9%, -6%, 0%, 1%, -2%, 3%, -12, u, 4, u, -8%
- CSc1cc(-c2ccccc2)[nH]c(=O)c1C#N
    10%, 7%, 12%, -1%, 25%, 1%, -12, 5%, x, -1%, 89%[activator]
- CCOc1ccccc1C(=O)Nc1c[nH]c(=O)[nH]c1=O
    -26%, 4%, -2%, -2%, -6%, -2%, -11, -8%, 0, -13%, -1%
- COc1cc2[nH]c(=O)n3nc(-c4ccccc4)nc3c2cc1OC
    -24%, -2%, 7%, -2%, -4%, 1%, -15, 0%, -7, 24%, -2%
- CCOC(=O)Cn1c(CN2CCN(c3cccc(Cl)c3)CC2)nc2c1c(=O)[nH]c(=O)n2C
    -10%, 4%, 0%, 0%, -8%, -16%, -1, 0%, 6, 5%, 2%
- CN(Cc1cccc(Cl)c1Cl)c1ccc(S(=O)(=O)N2CCCCC2)cc1[N+](=O)[O-]
    3%, -8%, 1%, 0%, x, 0%, -15, -12%, -12, 5%, -3%
- CCOc1c2ccc(C(=O)NCCc3cccs3)cc2nn1CC
    -3%, -5%, 2%, x, u, -9%, 19, 0%, -13, 17%, 31%
- CCc1ccc(/C=C(\C#N)C(=O)NC2CCS(=O)(=O)C2)cc1 (stereo not drawn)
    -10%, x, 4%, x, x, x, -9, x, -1, -8%, 2%
- CCN(CC)S(=O)(=O)c1cccc(C(=O)N/N=C/c2ccc(O)c(O)c2O)c1
    -4%, 2%, 0%, 2%, -1%, 14%, -12, u, -25, 7%, -5%
- COc1ccccc1C(=O)N/N=C/c1cnc2ccccc2n1
    -10%, -4%, 0%, 0%, u, -6%, 0, 2%, 24, u, 2%
- C/C(=N\Nc1cccc([N+](=O)[O-])c1)c1ccccc1O
    -23%, 0%, -8%, 0%, 8%, 4%, -10, u, -10, -19%, -11%
- O=C1OCCC1(c1ccccc1)c1ccccc1
    -13%, 0%, 2%, x, x, x, -5, x, 5, 2%, -1%
- O=C(Nc1ccc2c(c1)OCCO2)c1ccc(CN2CCOCC2)cc1
    3%, -2%, 3%, 5%, 0%, -1%, 5, -13%, 3, 1%, 3%
- CCc1noc(C)c1C(=O)Nc1nc(-c2ccc(OC)cc2)cs1
    -23%, -4%, -2%, x, x, x, -19, x, -4, -7%, -5%
- CC(C)(C)NC(=S)NNC(=O)[C@H]1C[C@@H]1c1ccccc1
    -10%, -2%, 5%, 0%, 0%, 10%, -12, x, 1, u, -2%
- O=C(CCCc1c[nH]c2ccccc12)NCCc1c[nH]c2ccccc12
    0%, 9%, -2%, 1%, 3%, 3%, -8, u, 0, u, 2%
- COc1ccc(N2C(=O)CC(N(CCc3ccc(S(N)(=O)=O)cc3)C(=S)Nc3ccccc3)C2=O)cc1 (stereo not drawn)
    -15%, 1%, 8%, 1%, 8%, 7%, 10, x, 0, 0%, -12%
- CCOC(=O)c1c(C)oc2ccc(O)c(CN3CCCCC3)c12
    -3%, 0%, 0%, 2%, -2%, 7%, -4, 10%, 12, -1%, 1%
- CC1CC(C)(C)CC2(C1)NC(=O)N(CC(=O)N1CCN(S(=O)(=O)c3cccc(F)c3)CC1)C2=O (stereo not drawn)
    5%, x, 3%, x, x, x, -5, x, -2, 5%, 5%
- Cc1ccc(CNC(=O)CSc2nc3ccccc3[nH]2)cc1
    10%, -2%, 3%, -5%, -5%, 10%, -6, 1%, -8, -1%, 1%
